Screening data from PubChem.
USP2a block: qHTS Assay for Inhibitors of Ubiquitin-specific Protease USP2a Using CHOP2 as the Reporter | hit rate 0.01% among 330,000 | AID 463254, 2010 | USP2 core, Ub-CHOP2 coupled fluorogenic reporter, 485/531 | Potency, µM (titrated, usually from 38.3 µM), for inactives: at the highest dose activity change, negative = inhibition, usual class: inhibitors | Ubiquitin carboxyl-terminal hydrolase 2 (Homo sapiens), O75604;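 note: potency is the fitted concentration of half-maximal effect; plate controls were DMSO wells for no effect and full inhibition by NEM control for full effect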
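USP2 core (10nM final) preincubated 30min RT with compound in 20mM Tris-HCl pH 8.0, 2mM CaCl2, 2mM beta-mercaptoethanol, 0.05% CHAPS; 25nM Ub-CHOP2 plus 25nM reporter substrate added, fluorescence (Ex485/Em531) read after 60min.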
TSHR antag: Antagonists of the Thyroid Stimulating Hormone Receptor: HTS campaign; AID 504810, 2011; Thyrotropin receptor (Homo sapiens), P16473; activity change, negative = inhibition, % at 11.5 µM; TSHR-expressing cells, TSH-stimulated cAMP HTRF, 2 h; hits give low values; hit rate 0.2% among 330,000;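 active = activity change below a set negative limit, meaning inhibition stronger than a set level, cut at about -70% in these data; inconclusive = activity change between two set negative limits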; note: % is set by controls: 0 for no effect and ±100 for the full control effect
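Inhibition of cAMP made by TSHR-expressing cells under TSH stimulation (4nM final, EC80; 2 h, 37 deg C) is quantified with a one-step lysis HTRF kit, anti-cAMP cryptate versus cAMP-d2.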
ELG1 repair inh: qHTS screen for small molecules that inhibit ELG1-dependent DNA repair in human embryonic kidney (HEK293T) cells expressing luciferase-tagged ELG1. HEK293T ELG1-luciferase reporter, luminescence, 16 h; DNA damage induced by 5-fluorouridine. Potency, µM (top dose mostly 46.1 µM), for the others: top-dose activity change, negative = inhibition, hits mostly inhibitors. hit rate 2.3% among 330,000; note: potency is the fitted concentration of half-maximal effect; % is set by controls: 0 for no effect and ±100 for the full control effect; nearly all actives have a fitted effect of over 55% in size
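Reporter activity after DNA damage by 5-fluorouridine is monitored. Compound-treated cells incubate 16 hr at 37 °C, then ONE-Glo is added for 30 min before luminescence reading.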
AT treatment: qHTS Assay for Identifying a Potential Treatment of Ataxia-Telangiectasia; AID 485349, 2010; Potency, µM (titrated, usually from 57.5 µM), for the others: at the highest dose activation, most hits filed as activators; hit rate 0.19% among 320,000; […] A-T fibroblasts, KAP-1 phosphorylation AlphaLISA; neocarzinostatin DNA damage 30 min before lysis; note: potency is the fitted concentration of half-maximal effect; % of control where 0% means no effect; nearly all actives have a fitted effect of over 45% in size
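ATM-like activity read as KAP-1 phosphorylation via AlphaLISA donor/acceptor antibody pairs after lysis and 6 hr at 25C. Cells were ATM-null patient fibroblasts ([…], hTERT), dosed 60 min, then exposed to the DSB inducer NCS for 30 min.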
KCNH2 3.1 inh: qHTS for Inhibitors of KCHN2 3.1: Mutant qHTS | hit rate 0.95% among 340,000 | Potassium voltage-gated channel subfamily H member 2, brain isoform KCNH2 3.1 (human) | U2OS KCNH2 3.1, thallium flux FluxOr; hits give low values | AID 720553, 2013 | activity change, % (tested at about 1.8 µM);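 active = maximum activity change below -70%; inconclusive = maximum activity change from -70% to -50%; inactive = maximum activity change above -50%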;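 note: thallium influx rate constant from kinetic fluorescence after stimulation buffer; % is set by controls: 0 for no effect and ±100 for the full control effect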
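Virally transduced U2OS (3.1 isoform, 4 h infection in dark at RT) → overnight 37 C → FluxOr + Red40 in HBSS/HEPES, 45 min → stimulation buffer, 2 min kinetic read → rate constant vs DMSO controls.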
Eya2 inh: qHTS Assay for Inhibitors of the Phosphatase Activity of Eya2; recombinant Eya2, OMFP fluorescence dephosphorylation (OMFP is methylfluorescein phosphate); Potency, µM (series often up to 76.9 µM), for inactives: top-dose activity, negative = inhibition, actives largely listed as inhibitors; hit rate 0.006% among 330,000; note: potency is the fitted concentration of half-maximal effect; % is set by controls: 0 for no effect and ±100 for the full control effect
Target sequence (O00167 whole entry, looked up): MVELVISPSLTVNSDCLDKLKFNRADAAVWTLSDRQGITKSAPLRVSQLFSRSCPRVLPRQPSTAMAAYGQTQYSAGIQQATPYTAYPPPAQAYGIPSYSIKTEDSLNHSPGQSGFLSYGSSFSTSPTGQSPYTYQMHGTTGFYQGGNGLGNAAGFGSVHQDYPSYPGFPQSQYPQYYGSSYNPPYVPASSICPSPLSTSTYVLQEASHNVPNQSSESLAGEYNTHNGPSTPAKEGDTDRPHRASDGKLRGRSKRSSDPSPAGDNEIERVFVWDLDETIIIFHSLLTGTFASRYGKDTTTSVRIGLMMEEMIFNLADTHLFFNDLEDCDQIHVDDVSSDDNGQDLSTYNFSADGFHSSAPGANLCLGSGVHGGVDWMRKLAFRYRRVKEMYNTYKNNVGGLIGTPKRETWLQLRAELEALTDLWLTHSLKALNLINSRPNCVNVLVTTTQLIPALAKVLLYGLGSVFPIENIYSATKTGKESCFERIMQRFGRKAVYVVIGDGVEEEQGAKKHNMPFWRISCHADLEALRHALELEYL
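Eya2 (0.2 uM) preincubated 10 min at ambient with compound, then OMFP substrate added at 50 uM; 10 min reaction in 50 mM HEPES pH 7.5, 50 mM NaCl, 5 uM MgCl2, 0.05% BSA, 1 mM DTT. Fluorescence read at Ex 485/Em 525 nm.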
TCR activator: Activators of T cell receptors: qHTS campaign; 330,000 tested, under 10 active; AID 504894, 2011; primary human leukocytes, anti-CD3, IL-2 HTRF, 48 h; Potency, µM (titrated, usually from 9.22 µM), without a hit: top-dose activation of IL-2 secretion, most hits filed as activators; note: % of control where 0% means no effect
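HTRF read-out of IL-2 secretion: europium cryptate donor excited at 320nm, d2 acceptor emission at 665nm. Cells were primary human leukocytes incubated 48 hr with compounds and a-CD3 beads, supplying TCR signal only.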
Mito fusion act: qHTS Assay for Small Molecule Inhibitors of Mitochondrial Division or Activators of Mitochondrial Fusion | S. cerevisiae fusion-defective mutant growth rescue, CellTiterGlo 48 h | Potency, µM (doses to about 46.1 µM), inactives show at the highest dose growth rescue (activation), hits mostly activators | hit rate 0.23% among 320,000;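 note: potency is the fitted concentration of half-maximal effect; % of control where 0% means no effect; nearly all actives have a fitted effect of over 45% in size; temperature-sensitive fusion mutants such as fzo1-1 at 37 °C on non-fermentable ethanol glycerol medium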
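S. cerevisiae fusion-defective temperature-sensitive mutants (e.g. fzo1-1, mgm1-5) grown 48 h at 37C in YPEG (ethanol/glycerol non-fermentable) medium with 23 nl compound per well; growth rescue read as CellTiterGlo luminescence.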
TRPV1 agonist: HTS Assay for Compounds that Act as Agonists of the Vanilloid Receptor 1 | Transient receptor potential cation channel subfamily V member 1 (Homo sapiens), Q8NER1 | TRPV1-expressing cells, Fluo-8 calcium influx, agonist mode | activation, % at 8.33 µM | hit rate 0.19% among 320,000 | AID 540275, 2011; in the data active = activation above about 80%; inconclusive = between about 30% and that limit; note: 0% is about no effect
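Fluo-8 calcium influx in TRPV1-expressing cells, kinetic read (ex 480/em 520 nm). Compound added and read 3 min for agonist activity, followed by capsaicin at EC20 final and 2 min further read for enhancement.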
KCNH2 WT inh: qHTS for Inhibitors of KCHN2 3.1: Wildtype qHTS. Voltage-gated inwardly rectifying potassium channel KCNH2 (Homo sapiens), Q12809. U2OS, BacMam KCNH2, thallium flux FluxOr; hits give low values. activity change, % at 1.84 µM. hit rate 0.37% among 340,000. AID 720551, 2013;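 active = maximum activity change below -70%; inconclusive = maximum activity change between -70% and -50%; inactive = maximum activity change above -50%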; note: % is set by controls: 0 for no effect and ±100 for the full control effect
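U2OS cells were transduced with wild-type KCNH2 virus (2.03 x 10^8 / mL) for 4 h at room temperature, then cultured overnight at 37 C. Thallium flux was read with FluxOr dye. Rate constants were normalized to DMSO controls.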
Starred values were filed as active, the others as inactive; ? = inconclusive; · = no result given; [ ] = dose if it differs, or a comment. Unless noted, calls come from the whole dose curve; as a rule, active = well fitted curve in the direction sought with a large enough effect; inconclusive = small, poorly fitted or top-dose-only effect, or another doubt; inactive = no such curve, though single readings can be large; an effect the other way counts as inactive or inconclusive. Not all compounds are listed; rates above refer to the full screens.

1: CC1(c2nnc(-c3ccc(Cl)cc3)o2)CC(c2ccc(Cl)cc2)=NO1 (stereo not drawn)
2: O=C(COC(=O)CN1C(=O)C2CCCCC2C1=O)Nc1ccc(S(=O)(=O)N2CCOCC2)cc1 (stereo not drawn)
3: CCC(=O)n1nc(-c2ccc(OC)cc2)nc1SC
4: CCN(c1ccccc1)S(=O)(=O)c1cccc(C(=O)NCC(c2ccco2)N2CCCC2)c1 (stereo not drawn)
5: CC1(C)COC(c2ccc(F)c([N+](=O)[O-])c2)=N1
6: Cn1c2ccccc2c(=O)c2ccc(F)cc21
7: COc1cccc(CN2CCC(C(=O)Nc3ccc(Oc4cccnc4)cc3)CC2)c1
8: CS(=O)(=O)N1CC(C(=O)NN)Oc2ccc(Cl)cc21 (stereo not drawn)

screen / no.,1,2,3,4,5,6,7,8
KCNH2 WT inh,3,-3,3,18,2,-11,27,-4
TRPV1 agonist,15,-3,0,-1,2,-2,12,-6
USP2a block,0%,0%,-1%,1%,3%,1%,-1%,0%
TCR activator,3%,7%[46.1 µM],-1%[46.1 µM],15%,-5%[46.1 µM],5%,5%,-7%
Eya2 inh,-1%,-2%,-11%,-15%,0%,10%,1%,-3%
Mito fusion act,5%,-1%,0%,0%,-2%,4%,-4%,-3%
AT treatment,-18%,-2%,-1%,7%,-5%,?,1%,-3%
KCNH2 3.1 inh,-162*,6,3,-18,3,23,-10,-6
ELG1 repair inh,9%,4%,?,-8%,?,24%,?,9%
TSHR antag,-27,16,-5,-5,7,18,2,-1

9: Cc1ccc(C(=O)O/N=C(\N)Cc2cccs2)cc1[N+](=O)[O-]
10: CC1=CC2=NC(=O)/C(=C/c3cccs3)C(=N)N2O1
11: O=C(c1ccccc1NS(=O)(=O)c1cccc(C(F)(F)F)c1)N1CCc2ccccc21
12: CCn1c2ccccc2c2cc(NC(=O)CSc3nnc(C4CC4)n3Cc3ccco3)ccc21
13: CS(=O)(=O)N1CCN(c2ccc(NC(=S)NC(=O)c3ccccc3[N+](=O)[O-])cc2)CC1
14: O=C(NCCc1nc2ccccc2[nH]1)/C(=C/c1ccco1)NC(=O)c1ccco1
15: O=C(Nc1ccc(Cl)cc1)C1CCN(C(=O)c2cccs2)CC1
16: CN(C)S(=O)(=O)n1cc(/C=C(\NC(=O)c2ccccc2F)C(=O)NCCCn2ccnc2)c2ccccc21

screen / no.,9,10,11,12,13,14,15,16
KCNH2 WT inh,-16,1,55,-8,9,30,16,-2
TRPV1 agonist,-1,-1,0,1,-1,-1,4,?
USP2a block,-2%,2%,-2%,-19%,0%,0%,2%,-2%
TCR activator,-5%,-4%,-5%[46.1 µM],0%,-5%,14%[46.1 µM],-4%,0%
Eya2 inh,6%,10%,2%,-6%,-8%,-4%,0%,12%
Mito fusion act,-4%,0%,1%,6%,-3%,0%,-6%,3%
AT treatment,-7%,-4%,4%,13%,4%,-9%,7%,-3%
KCNH2 3.1 inh,0,7,-1,9,3,-7,-2,7
ELG1 repair inh,?,-16%,0%,?,14%,-2%,-3%,?
TSHR antag,-1,4,-4,-29,-14,15,-1,15

17: COc1cccc(NC(=O)CN2C(=O)NC3(CCCCCC3)C2=O)c1
18: COc1ccccc1/C=N/NC(=O)C(=O)Nc1ccccc1OC(F)(F)C(F)F
19: COc1ccc(NC(=O)CCc2c(C)nn(-c3ccc(N4CCOCC4)nn3)c2C)cc1
20: O=C(NCCc1ccc2c(c1)OCCO2)c1ccc(F)cc1
21: COC(=O)Cc1sc(-c2ccccn2)nc1-c1ccccc1
22: CSc1ccc(S(=O)(=O)Nc2ccccc2C(=O)N2CCOCC2)cc1
23: O=C(Nc1ccc2c(c1)C(=O)N(c1ccccc1)C2=O)c1cccs1
24: COc1cc(C2NC(=O)NC(C)=C2C(=O)OC2CCCCC2)cc(Br)c1O (stereo not drawn)

screen / no.,17,18,19,20,21,22,23,24
KCNH2 WT inh,2,-2,-11,1,1,-1,-3,0
TRPV1 agonist,·,-2,-5,?,5,2,22,·
USP2a block,5%,4%,1%,-2%,4%,1%,4%,0%
TCR activator,3%[46.1 µM],3%[46.1 µM],-2%,-6%[46.1 µM],-5%,-1%,2%,2%
Eya2 inh,-10%,-2%,-10%,17%,-16%,3%,-2%,-20%
Mito fusion act,·,-4%,1%,2%,-6%,4%,4%,6%
AT treatment,-1%,3%,-5%,0%,0%,3%,1%,13%
KCNH2 3.1 inh,9,·,4,7,-4,0,5,-7
ELG1 repair inh,18%,-1%,?,?,-6%,11%,?,-7%
TSHR antag,-6,0,13,1,-5,9,-14,2

25: CCOc1cc(N2CCOCC2)c(OCC)cc1NC(=O)c1cc(S(=O)(=O)N2CCOCC2)ccc1Cl
26: Cc1cc([N+](=O)[O-])nn1CC(=O)N1CCOCC1
27: O=C(N/C=C/c1ccccc1)c1ccccc1
28: O=C(CSc1nc2ccccc2s1)NCCOc1ccccc1
29: Cc1cc(C)c(S(=O)(=O)Cc2ccccc2)c(=O)[nH]1
30: O=C(Nc1ccccn1)c1ccc(S(=O)(=O)N2CCCCC2)cc1
31: O=C1NC(c2cccc(Cl)c2)Nc2ccccc21 (stereo not drawn)
32: COc1ccc(N2C(=O)CC(Nc3ccc(C)cc3)C2=O)cc1 (stereo not drawn)

screen / no.,25,26,27,28,29,30,31,32
KCNH2 WT inh,-9,2,·,-8,-4,-1,5,13
TRPV1 agonist,?,-2,83*,15,0,24,-3,5
USP2a block,2%,4%,0%,5%,-1%,2%,1%,-8%
TCR activator,-1%,-8%,6%,-3%[46.1 µM],0%,-1%,-16%,-3%
Eya2 inh,20%,-9%,9%,3%,0%,-9%,1%,-32%
Mito fusion act,-1%,11%,2%,-2%,-1%,-3%,5%,-3%
AT treatment,-5%,1%,12%,2%,5%,13%,1%,·
KCNH2 3.1 inh,-19,-14,·,-9,6,-3,-2,-9
ELG1 repair inh,?,12%,?,?,23%,?,?,9%
TSHR antag,?,6,-1,-15,26,4,-10,0

Another view of 2 compounds above.
Every second line gives: KCNH2 WT inh, TRPV1 agonist, USP2a block, TCR activator, Eya2 inh, Mito fusion act, AT treatment, KCNH2 3.1 inh, ELG1 repair inh, TSHR antag
#31 O=C1NC(c2cccc(Cl)c2)Nc2ccccc21 (stereo not drawn)
  5, -3, 1%, -16%, 1%, 5%, 1%, -2, ?, -10
#32 COc1ccc(N2C(=O)CC(Nc3ccc(C)cc3)C2=O)cc1 (stereo not drawn)
  13, 5, -8%, -3%, -32%, -3%, ·, -9, 9%, 0

More entries follow:
33: CCn1cc(C(=O)NCCCN2CCC(C)CC2)c(=O)c2cc(S(=O)(=O)N(C)C3CCCCC3)ccc21
34: O=C1NC(Cc2ccccc2)c2nc3cc(F)ccc3c(=O)n2-c2ccc(Cl)cc21 (stereo not drawn)
35: CCN(CC)CCCN1C(=O)c2oc3ccccc3c(=O)c2C1c1cc(OC)ccc1OC (stereo not drawn)
36: CCCCCOCC1CC(C/C(C)=N/Nc2nc(-c3ccccc3)cs2)C(=O)O1 (stereo not drawn)

screen / no.,33,34,35,36
KCNH2 WT inh,-32,·,5,-5
TRPV1 agonist,8,-1,-3,·
USP2a block,1%,4%,-1%,2%
TCR activator,-2%,·,0%,1%
Eya2 inh,8%,0%,-36%,-1%
Mito fusion act,0%,2%,1%,-14%
AT treatment,-9%,12%,-4%,8%
KCNH2 3.1 inh,?,·,16,12
ELG1 repair inh,19%,2%,11%,-3%
TSHR antag,14,15,1,11
